PAX8 inh HTS: lowers PAX8-driven luciferase in RMG-I cells | RMG-I TPO-luciferase reporter, SteadyGlo, 24 h | inhibition, % at 12.6 µM | 360,000 compounds, 1.2% hits;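 active = mean replicate inhibition at least 60% with every replicate also reaching 60%; inconclusive = only one of the two criteria is met; inactive = mean below 60% and not all replicates reaching 60%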;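 note: luciferase light reporting Pax8 driven TPO promoter activity; plate controls were median of neutral control wells for no effect and mitoxantrone controls for full effect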
F508del corr: correctors of CFTR F508del function in bronchial epithelial cells. CFBE cells, YFP halide quenching; stimulated with forskolin plus potentiator P3; % fluorescence drop versus neutral controls. activity (quench increase), % at 7.58 µM. 350,000 compounds, 0.36% hits;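 active = mean added fluorescence quench of at least 8% versus neutral control, with both replicates also reaching 8%; inconclusive = only one of the mean or replicate conditions met; inactive = mean below 8% and not both replicates reaching 8%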;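 note: cells transiently co-express mutant CFTR-F508del with the halide-sensitive YFP; corrector assay measuring rescue of mutant channel to the surface after 24 h compound exposure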
EWS-Fli inh: EWS/Fli transcriptional activity inhibition. A673 NR0B1-luciferase reporter, viability-normalised. inhibition, % at 12.6 µM. 350,000 compounds, 0.67% hits;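 active = mean inhibition of at least 50% after viability correction, with every replicate also passing that limit; inconclusive = mean reaches 50% but only one of two replicates passes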;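 note: firefly luciferase signal divided by Alamar Blue viability fluorescence both relative to DMSO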
ERp5 inh: blocks human ERp5 reductase activity on insulin; Q15084; ERp5 insulin aggregation, absorbance 650 nm, 90 min; inhibition, % at 9.99 µM; 350,000 compounds, 0.05% hits;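 active = mean replicate inhibition above about 25%, with every replicate also reaching it, limit read from the data, passing the limit was not always enough; inconclusive = only one of those two criteria met; inactive = neither criterion met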
Target sequence (Q15084 whole entry, looked up): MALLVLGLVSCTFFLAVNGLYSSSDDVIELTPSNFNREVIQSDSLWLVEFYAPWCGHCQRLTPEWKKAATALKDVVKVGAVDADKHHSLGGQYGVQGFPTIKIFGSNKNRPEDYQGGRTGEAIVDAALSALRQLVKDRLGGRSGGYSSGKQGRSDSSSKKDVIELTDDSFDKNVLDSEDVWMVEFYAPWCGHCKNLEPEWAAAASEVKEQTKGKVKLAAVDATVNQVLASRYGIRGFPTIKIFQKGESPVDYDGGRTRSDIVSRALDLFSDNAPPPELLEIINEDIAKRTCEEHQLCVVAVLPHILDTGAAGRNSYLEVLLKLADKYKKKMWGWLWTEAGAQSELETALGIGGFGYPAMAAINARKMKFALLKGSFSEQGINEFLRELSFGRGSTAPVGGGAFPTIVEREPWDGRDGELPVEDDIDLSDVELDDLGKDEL
XiGFP reactiv: reactivates the inactive X chromosome in mouse fibroblasts; XiGFP mouse fibroblasts, % GFP-positive cells imaging, 3 d; cells co-treated with 5-aza-dC sensitizer; scaled so ellipticine positive control = 100%; activation, % at 7.58 µM; 360,000 compounds, 0.055% hits;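 active = mean normalized replicate activation at least 10% and every replicate at or above 10%; inconclusive = only one of the two criteria met; inactive = mean below 10% and not all replicates reach 10%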;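 note: 0% = median of on-plate neutral control wells and 100% = ellipticine 6 µM median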
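System: XiGFP fibroblasts, SV40-immortalized. Medium: DMEM plus 5-aza-dC sensitizer. Doses: single point. Timing: 3 d treatment, 15 min room-temperature fixation. Control set: ellipticine 6 µM.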
DENV2 CPE rescue: DENV2-induced cell death inhibition; DENV2-infected cells, cytopathic effect rescue, plate reader; 350,000 compounds, 1.7% hits; CPE inhibition, % at 9.99 µM; in the data active = CPE inhibition above about 20%, passing the limit was not always enough; inconclusive = no clear call, values can overlap the other calls; tested in BHK-21 cells;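 note: 0% = median of neutral control wells and 100% = median of positive control wells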
GSIS activator: primary screen for activators of insulin secretion dependent on glucose, INS-1E cells, GLuc reporter luminescence | 370,000 compounds, 0.61% hits | activation, % at 16.6 µM | INS-1E GLuc reporter insulin secretion, 2-3 h;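 active = lowest replicate activation of at least 40%, so every replicate reaches that level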;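 note: 0% = median of neutral control wells and 100% = median of IBMX positive control wells; some compounds called inactive have numbers as strong as hits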
ARNT-TACC3 inh: disruptors of human ARNT/TACC3 interaction; AID 623870; AlphaScreen His-ARNT PAS-B/GST-TACC3 binding, luminescence; TACC3 fragment carries E629A point mutation; inhibition, % at 9.99 µM; 390,000 compounds, 0.66% hits;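 active = mean inhibition of replicates at least 50% and at least half of replicates each reaching 50%; inconclusive = half or more replicates reach 50% but mean below 50%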;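 note: 0% = complete ARNT plus TACC3 wells and 100% = ARNT alone without TACC3; many hits fall short of the cut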
An asterisk follows results filed as active; u = inconclusive; x = no result given.

canonical_smiles,XiGFP reactiv,ARNT-TACC3 inh,ERp5 inh,PAX8 inh HTS,GSIS activator,F508del corr,DENV2 CPE rescue,EWS-Fli inh
CCCCNC(=O)c1nc(C2CCN(S(=O)(=O)c3ccc(S(C)(=O)=O)cc3)CC2)oc1-c1ccccc1,0.2,x,-4,6,26,0.5,-4,13
COc1ccccc1NC(=O)c1cc(-c2ccc(OC)c(OC)c2)nc2ccccc12,0.0,-9,6,2,6,-1.6,11,-20
COc1ccc(CC(=O)Nc2cc(NC(=O)Cc3ccc(OC)c(OC)c3)cc(C(=O)O)c2)cc1OC,-0.7,7,1,5,26,-1.5,-2,3
O=C(C1=C[C@H](c2ccc(C(F)(F)F)cc2)C[C@H](OCc2ccc(CO)cc2)O1)N1CCCC1,x,2,5,-5,x,-0.2,0,-46
c1ccc(N2CCN(Cc3ccsc3)CC2)nc1,x,-3,2,-19,-6,x,x,x
Fc1cc(F)cc(NC(=S)NN2CCOCC2)c1,0.0,-14,7,0,-13,x,4,5
c1ccc(COCCc2cn(Cc3ccccc3)c3ccccc23)cc1,0.4,x,1,-32,-2,-2.1,-1,-57
O=C(Nc1ccccc1)C1CCCN1S(=O)(=O)c1ccc(Br)cc1 (stereo not drawn),0.1,-10,10,-7,-16,-0.2,-1,x
COc1ccc(N2CCN(C(=O)Cc3ccc(OC)c(OC)c3)CC2)cc1,0.0,4,1,21,x,2.6,8,-7
C[C@H]1CCCCO[C@@H](CN(C)C(=O)Nc2cccc3ccccc23)[C@@H](C)CN([C@@H](C)CO)C(=O)c2cc(NS(=O)(=O)c3cn(C)cn3)ccc2O1,-1.2,4,x,-10,-12,-1.8,-7,-4

Remaining list, next part:
canonical_smiles,XiGFP reactiv,ARNT-TACC3 inh,ERp5 inh,PAX8 inh HTS,GSIS activator,F508del corr,DENV2 CPE rescue,EWS-Fli inh
Cc1ccc(-n2ncc3c2CC(C)(C)CC3NC(=O)CCN2CCCO2)cc1 (stereo not drawn),0.0,x,2,-5,0,1.3,4,-3
CN(C)C(=O)c1cccc(-c2ccc([C@H]3[C@@H](CO)N4C(=O)CN(C(=O)C5CC5)C[C@@H]34)cc2)c1,-0.1,x,4,-11,7,-1.0,-7,0
Cc1ccc(-c2cc(C(=O)NCCCN3CCOCC3)c3ccccc3n2)cc1C,0.1,16,-12,-31,-5,0.6,13,x
S=c1[nH]cc(-c2ccccc2)[nH]1,-0.2,1,-1,-2,-1,-0.5,1,-33
O=C(C[C@H]1CC[C@H](NC(=O)C2CCC2)[C@@H](CO)O1)NCCCN1CCOCC1,0.2,0,-9,-8,-7,0.3,7,2
COc1ccc(CCNC(=O)C2CCN(S(=O)(=O)c3cccs3)CC2)cc1OC,0.0,x,-1,9,7,2.9,0,-2
C[C@@H]1CN([C@H](C)CO)C(=O)c2c(c3ccccc3n2C)-c2ccccc2CO[C@H]1CN(C)Cc1ccncc1,0.0,3,4,x,-19,1.7,1,7
CCc1c(-c2ccccc2Br)ncn1CCc1ccccc1OC,-0.1,x,2,19,-3,-3.1,-6,18
N#C/C(=C\c1ccccc1)C(=O)NC(=O)Oc1ccccc1,x,6,1,x,5,0.3,10,8
COc1cccc(N2C(=NC(=O)CCc3ccccc3)SC3CS(=O)(=O)CC32)c1 (stereo not drawn),0.0,0,-1,9,-2,-3.2,u,1

Next results
canonical_smiles,XiGFP reactiv,ARNT-TACC3 inh,ERp5 inh,PAX8 inh HTS,GSIS activator,F508del corr,DENV2 CPE rescue,EWS-Fli inh
O=C(CCCCCNc1nc(=S)[nH]c2ccccc12)NCCc1c[nH]c2ccccc12,0.0,27,8,24,-7,-1.3,-8,19
CC(=O)NCCNC(=O)C1Cc2c(-c3ccc(Cl)cc3)ccnc2O1 (stereo not drawn),0.3,x,1,10,-7,-0.9,-10,0
CCCC#Cc1ccc2c(c1)O[C@H](CN(C)C(=O)C1CC1)[C@@H](C)CN([C@@H](C)CO)S2(=O)=O,-0.4,-8,1,x,-3,-2.1,-6,15
O=C(CSc1nnnn1-c1ccccc1)NCCCN1CCCC1=O,-0.1,1,2,2,x,-0.5,-6,2
O=C(/C(=C(\O)c1ccccc1)c1ncc[nH]1)c1ccccc1,-0.8,-16,-1,5,4,0.1,4,0
C[C@@H]1CN([C@H](C)CO)C(=O)Cc2cc(NC(=O)Nc3ccc4c(c3)OCO4)ccc2O[C@H]1CN(C)S(=O)(=O)c1ccc(Cl)cc1,0.0,-2,-3,x,2,1.6,-3,-6
CC(=O)Nc1cc(-c2cccc(C(=O)NCCN(C)C)c2)cn2c(-c3ccc(C(C)=O)cc3)cnc12,-0.1,x,2,-16,21,3.2,17,6
Cc1ccc(CNC(=O)C2CC(c3ccccc3[N+](=O)[O-])=NO2)o1 (stereo not drawn),-0.3,-6,3,13,-14,-3.4,8,-5
Fc1ccc(-c2nnn(Cc3ccc(F)cc3Cl)n2)cc1,-0.1,-9,-1,-6,-8,-1.4,u,-34
Cc1cccc(NC(=O)CSc2nnc(Cc3ccccc3)o2)c1,0.0,-4,2,-12,0,-2.3,1,-1

(further entries)
canonical_smiles,XiGFP reactiv,ARNT-TACC3 inh,ERp5 inh,PAX8 inh HTS,GSIS activator,F508del corr,DENV2 CPE rescue,EWS-Fli inh
Cc1ccc(NC(=O)c2ccc(Cn3cc(Cl)cn3)o2)c(C)c1,0.1,-5,8,-6,6,0.7,1,x
Cc1ccc(NC(=O)CCCc2nc3ccccc3c(=O)[nH]2)c(Cl)c1,0.4,4,1,-7,-3,-1.5,0,6
CCOC(=O)c1ccc(N2C(=O)c3n[nH]c(C)c3C2c2ccccn2)cc1 (stereo not drawn),0.3,-8,6,-10,4,2.4,3,-3
CSCCC(NC(=O)c1ccccc1Br)C(=O)NCC(C)(C)N1CCOCC1 (stereo not drawn),0.6,0,-4,-8,18,-1.1,1,-2
CCCn1c(O)c(N=N)c2ccccc21,0.3,-2,5,10,4,-0.9,-4,13
COc1ccc2c(c1)CN(C)S(=O)(=O)c1ccccc1-2,0.0,0,-7,-9,23,-7.7,-1,-7
C[C@@H]1CN([C@H](C)CO)C(=O)c2cc(NC(=O)Nc3cccc4ccccc34)ccc2O[C@@H]1CN(C)S(C)(=O)=O,-0.7,-2,6,8,-19,-0.6,11,-7
COc1ccccc1-c1ncn(Cc2cccc(-c3ccccc3)c2)c1-c1ccco1,x,x,-3,27,10,-0.8,-7,12
C[C@@H]1CN([C@@H](C)CO)C(=O)c2cc(C#Cc3ccccc3F)cnc2O[C@@H]1CN(C)S(C)(=O)=O,-0.9,27,2,12,5,x,-8,3
O=C(Nc1ccccc1N1CCCCC1)c1ccc(-c2cccc(Cl)c2)o1,0.1,0,-4,15,-2,-0.3,-13,0

The listing continues.
canonical_smiles,XiGFP reactiv,ARNT-TACC3 inh,ERp5 inh,PAX8 inh HTS,GSIS activator,F508del corr,DENV2 CPE rescue,EWS-Fli inh
CCC(=O)Nc1ccc2c(c1)C(=O)N(C)[C@@H]1CC[C@@H](CC(=O)NCc3ccc(OC)cc3)O[C@@H]1CO2,-0.1,-5,-8,4,0,0.2,2,4
O=c1oc2ccccc2c(Nc2cc3ccccc3cc2O)c1[N+](=O)[O-],0.0,18,-3,-28,-64,8.5*,16,-46
C[C@H](CO)N1C[C@H](C)[C@H](CN(C)C(=O)CCC(F)(F)F)OCCCC[C@H](C)Oc2ccc(NC(=O)c3ccncc3)cc2C1=O,-1.1,-4,x,7,4,1.2,-16,-13
CC(=O)c1cccc(OCc2cc(C(=O)NC3CCN(Cc4ccccc4)CC3)no2)c1,0.1,4,5,-13,1,-1.8,0,10
C=CCc1cc(/C=C/c2nc(O)c([N+](=O)[O-])c(=O)[nH]2)cc(OC)c1O,0.0,14,-3,8,-5,-1.3,4,1
C[C@@H]1CCCCO[C@@H](CN(C)C(=O)Nc2ccc(C(F)(F)F)cc2)[C@@H](C)CN([C@H](C)CO)C(=O)c2cc(NS(=O)(=O)c3cn(C)cn3)ccc2O1,0.1,-3,-3,5,0,-0.8,-6,-6
CCNC(=O)C[C@@H]1CC[C@@H]2[C@@H](COc3ccc(NC(=O)c4cccs4)cc3C(=O)N2C)O1,0.4,-2,-1,1,3,-2.7,3,0
COc1cccc(NC(=O)c2cccnn2)c1,0.2,5,-9,-12,16,4.4,-3,-15
CC(=O)Nc1ccc(NC(=O)C23CC4CC(C2)CC(n2cnc(Br)n2)(C4)C3)cc1,0.2,-6,-2,2,2,2.7,10,2
C[C@@H]1CN([C@@H](C)CO)C(=O)c2ccccc2-c2ccccc2CO[C@@H]1CN(C)S(=O)(=O)c1ccc([N+](=O)[O-])cc1,0.2,x,5,8,2,1.7,-8,2

(more compounds)
canonical_smiles,XiGFP reactiv,ARNT-TACC3 inh,ERp5 inh,PAX8 inh HTS,GSIS activator,F508del corr,DENV2 CPE rescue,EWS-Fli inh
O=C(Nc1ccccc1C(=O)N/N=C/c1ccncc1)c1ccccc1,0.0,x,-4,-108,10,-4.1,1,-27
CC1CCCCN1CC(=O)Nc1ccc2c(c1)OCO2 (stereo not drawn),0.4,0,11,-11,104,-0.2,-2,-4
COc1ccc2c3c([nH]c2c1)[C@H](CO)N(C(=O)c1ccc(F)cc1)CC31CN(S(=O)(=O)c2cccs2)C1,0.3,x,x,x,7,-2.5,6,4
O=c1[nH]c(/C=C\c2ccc(O)c(O)c2)nc(O)c1[N+](=O)[O-],0.1,37*,4,-21,-4,0.6,-6,-3
COc1ccc(C(=O)/C=C/C(=O)N(CC(=O)NC2CCCCC2)Cc2cccs2)c(O)c1,0.0,-2,0,60,-3,-0.6,-3,64*
COc1ccc(CNC(=O)c2n[nH]c3ccccc23)cc1OC,0.4,4,-7,2,17,-1.5,8,-5
C/C=C/c1ccc2c(c1)O[C@H](CN(C)Cc1ccc(C(=O)O)cc1)[C@@H](C)CN([C@H](C)CO)S2(=O)=O,-0.7,5,8,16,25,-0.9,0,6
O=C(NCCCN1CCOCC1)c1cc(-c2ccccc2)nc2ccccc12,0.5,4,2,4,19,-0.9,-3,-6
COc1cccc(CN(C)C(=O)c2ccc(COc3ccc(Cl)cc3)cc2)c1OC,0.3,x,-6,-68,-33,0.7,2,-37

Bioassay records (PubChem)
